SR-BI HDL uptake = inhibitors of SR-BI mediated HDL lipid uptake, primary screen, ldlA[mSR-BI] cells, fluorescence, single point; inhibition, % at 12.5 µM; actives 0.96% (n = 320,000); ldlA[mSR-BI] CHO cells, DiI-HDL uptake fluorescence, 3 h; Scavenger receptor class B member 1 (Mus musculus), Q61009; AID 488896, 2010;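 active = mean replicate inhibition of at least 70% and a set share of replicates each scoring 70 or more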;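 note: 0% = median of neutral control wells and 100% = median of positive control wells; values of inactives mirror those of a sister screen read the other way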
Target sequence (Q61009 whole entry, looked up): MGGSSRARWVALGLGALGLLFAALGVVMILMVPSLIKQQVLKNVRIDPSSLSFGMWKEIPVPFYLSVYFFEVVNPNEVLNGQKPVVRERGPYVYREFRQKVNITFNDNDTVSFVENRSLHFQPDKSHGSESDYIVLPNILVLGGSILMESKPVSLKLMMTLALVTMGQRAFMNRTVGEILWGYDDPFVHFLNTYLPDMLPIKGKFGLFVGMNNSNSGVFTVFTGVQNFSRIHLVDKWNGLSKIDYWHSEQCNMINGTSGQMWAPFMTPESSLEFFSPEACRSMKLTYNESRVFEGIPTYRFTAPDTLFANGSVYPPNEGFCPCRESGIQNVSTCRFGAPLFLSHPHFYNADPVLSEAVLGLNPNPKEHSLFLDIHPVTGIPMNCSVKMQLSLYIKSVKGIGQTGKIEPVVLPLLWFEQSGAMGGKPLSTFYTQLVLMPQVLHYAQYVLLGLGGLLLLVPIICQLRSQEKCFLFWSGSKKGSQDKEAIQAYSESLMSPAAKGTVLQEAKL
CAL PDZ FP-1 = CAL PDZ peptide-binding inhibitors, primary screen, biochemical, fluorescence polarization, Cer-tagged CAL PDZ, HTS; Golgi-associated PDZ and coiled-coil motif-containing protein (Homo sapiens), Q9HD26; purified CAL PDZ, TMR-peptide fluorescence polarization, 1 h; inhibition, % at 20 µM; actives 0.02% (n = 330,000); AID 504414, 2011;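 active = highest replicate inhibition of at least 40%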;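 note: plate controls were DMSO neutral control wells for no effect and unlabeled competitor peptide control wells for full effect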
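Material – purified CerCALP PDZ construct · Detection – FP readout, S and P plane fluorescence · Measure – percent inhibition from loss of millipolarization · Controls – unlabelled peptide for full inhibition, DMSO wells as neutral · Probe or stimulus – TMR-labelled reporter peptide T*-PRC34 bound in PDZ groove · Times – 1 h at RT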
AddAB inh = growth inhibition of E. coli expressing H. pylori AddAB, primary screen, AddAB inhibitor project, absorbance | inhibition, % at 11.9 µM | actives 0.29% (n = 330,000) | AID 435030, 2010; in the data active = inhibition above about 12%;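 note: 0% = vehicle wells of infected cells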
Wnt act = Wnt/beta-catenin pathway activators, primary screen, cell-based, plate reader, single point; AID 743398, 2014; Wnt/beta-catenin reporter cell assay, activator; activation, % at 9.35 µM; actives 1.2% (n = 300,000); in the data active = activation above about 30%, passing the limit was not always enough;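 note: 0% = neutral control wells and 100% = positive control wells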
E coli growth = E. coli V3065 growth inhibition, primary screen, counter-screen for AddAB inhibitor project, absorbance, OD600; 18 h; inhibition, % at 11.9 µM; actives 0.27% (n = 330,000);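 active = inhibition above the campaign's mean inhibition across all tested compounds plus 3 SD, cut at about 9.9% in these data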;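 note: uninfected addAB+ strain grown without phage in ampicillin broth; 0% = DMSO wells and 100% = ciprofloxacin 0.95 µg/ml wells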
CAL PDZ FP-2 = untagged CAL PDZ binding inhibitors, primary screen, biochemical, fluorescence polarization, HTS; AID 602252, 2012; inhibition, % at 24.9 µM; actives 0.92% (n = 300,000); purified CAL PDZ, TMR-peptide fluorescence polarization, 1 h;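 active = mean inhibition of at least 30% with at least half of replicates also reaching 30%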;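 note: 0% = DMSO neutral control and 100% = excess unlabeled competitor peptide PRC23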
phage Ecoli inh = growth loss of phage-infected E. coli, primary screen, RecBCD inhibitor project, absorbance, with phage, HTS; inhibition, % at 11.9 µM; actives 0.26% (n = 360,000); in the data active = inhibition above about 11%
MITF act = activators of MITF-driven TRPM1 promoter reporter, primary screen, cell-based, SK-MEL-5, luciferase, single point | SK-MEL-5 TRPM1-promoter luciferase, 24 h; % of positive control, neutral wells = 0 | activation, % at 12.5 µM | actives 0.75% (n = 300,000) | AID 588334, 2011;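 active = mean activation of at least 80% with every replicate also reaching 80%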;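 note: 0% = neutral control wells and 100% = parthenolide positive control wells; values of inactives mirror those of a sister screen read the other way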
SR-BI DiI-HDL act = activators of SR-BI mediated DiI-HDL uptake, primary screen, ldlA[mSR-BI] CHO cells, DiI fluorescence; AID 504775, 2011; activation, % at 12.5 µM; 3 h; 100 = double the neutral-control signal; actives 0.096% (n = 320,000);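 active = mean replicate activation of at least 60% and every replicate at or above 60%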;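 note: 0% = median plate neutral-control signal and 100% = twice that signal; values of inactives mirror those of a sister screen read the other way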
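Test system: SR-BI-overexpressing, LDLR-lacking CHO cells; Medium: Ham's F12 with 0.5% BSA, HEPES 25 mM, pH 7.4; Schedule: 3 h, 37 °C; Technique: bottom-read fluorescence, 550/595 nm.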
Tat export inh = E. coli Tat export inhibitors, primary screen, MC4100, TorA-mCherry reporter, fluorescence, single point | actives 0.036% (n = 340,000) | inhibition, % at 10 µM;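 active = mean replicate inhibition at least 50% and at least half of replicates individually reaching 50%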;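 note: exported cargo escapes ClpAP degradation while cytoplasmic cargo is degraded and loses fluorescence; 0% = median of neutral control wells and 100% = median of NaSCN control wells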
Numbers without * were called inactive; nt = no result given.

SMILES | SR-BI HDL uptake | CAL PDZ FP-1 | AddAB inh | Wnt act | E coli growth | CAL PDZ FP-2 | phage Ecoli inh | MITF act | SR-BI DiI-HDL act | Tat export inh
O=C1C=C(c2ccccc2Oc2ccccc2)C[C@@H](c2ccc3c(c2)OCO3)C1 | 32 | 0.5 | 0.8 | -3 | -0.4 | -4 | 1.8 | -6 | -32 | 10
COc1ccc2nc(N3C(=O)CC(Cc4cc(C)cc(C)c4)C3=O)sc2c1 (centres undefined) | -5 | -0.4 | 3.6 | nt | 2.4 | -2 | -0.1 | 4 | 5 | -7
CCC1C(=O)CC(c2ccco2)NC1c1ccco1 (centres undefined) | -21 | nt | -0.2 | nt | -0.5 | -1 | 1.9 | -6 | 21 | -1
COc1ccc(CC(=O)Oc2ccc(C(C)(C)C)cc2)cc1S(=O)(=O)N1CCOCC1 | -24 | -2.4 | 0.8 | -3 | 0.2 | -3 | -1.9 | -14 | 24 | 11
COc1ccc(/C=C2\SC(=S)N(CCC(=O)N3CCCCC3CCO)C2=O)cc1 (centres undefined) | 5 | -1.3 | 0.5 | -2 | -0.8 | -3 | -0.4 | -11 | -5 | -2
CC(=O)N1c2ccc(S(=O)(=O)NCC3CCC(C(=O)N4CCCC(C)C4)CC3)cc2CC1C (centres undefined) | 43 | -2.9 | 2.7 | -1 | -1.1 | 1 | -1.8 | -4 | -43 | -1
CCOc1ccc(Cl)cc1Nc1nc(NCCO)nc(N2CCCC2)n1 | 29 | 0.4 | 0.8 | 2 | -4.2 | -3 | 0.4 | 8 | -29 | -2
NNc1nc2sc3c(c2c(=O)n1Cc1ccccc1)CCC3 | 24 | -0.6 | 1.5 | -2 | 1.0 | nt | 4.5 | nt | -24 | -12
CC(C)(C)c1ccc(OCC(=O)N2CCN(c3ccccn3)CC2)cc1 | 31 | -1.7 | -0.1 | 6 | 0.7 | 5 | 1.8 | 5 | -31 | 3
Cc1ccc(C(=O)C[n+]2cc(Br)cc(Br)c2)cc1 | 6 | -1.4 | 2.2 | 0 | -1.2 | nt | 1.0 | nt | -6 | -8
CN(CC(=O)NC1CCCc2ccccc21)S(=O)(=O)c1ccc2c(c1)c(=O)n(C)c(=O)n2C (centres undefined) | -13 | 0.3 | -1.5 | -2 | -1.5 | nt | -0.2 | -11 | 13 | -8
O=c1[nH]c(/C=C\c2cccnc2)c([N+](=O)[O-])c(=O)[nH]1 | 2 | -1.2 | -0.5 | -2 | -1.6 | -2 | 5.8 | -6 | -2 | -26
C/C(=N\NC(=O)CC1N=C(Cc2ccccc2)NNC1=O)c1ccncc1 (centres undefined) | -13 | -2.3 | 4.0 | -1 | 3.6 | -4 | 3.8 | -1 | 13 | -2
COc1cc(OC)c(CN2CCCN(C)CC2)cc1Br | -16 | 2.6 | 3.0 | -3 | -2.4 | -1 | -1.0 | nt | 16 | -13
O=C(COC(=O)c1ccc2ccccc2n1)Nc1cccc(S(=O)(=O)NC2=NCCCCC2)c1 | 6 | -3.8 | 4.1 | 0 | -1.1 | -4 | 2.1 | 2 | -6 | -7

Rewritten with tabs: two of the compounds above
compound	SR-BI HDL uptake	CAL PDZ FP-1	AddAB inh	Wnt act	E coli growth	CAL PDZ FP-2	phage Ecoli inh	MITF act	SR-BI DiI-HDL act	Tat export inh
O=c1[nH]c(/C=C\c2cccnc2)c([N+](=O)[O-])c(=O)[nH]1	2	-1.2	-0.5	-2	-1.6	-2	5.8	-6	-2	-26
C/C(=N\NC(=O)CC1N=C(Cc2ccccc2)NNC1=O)c1ccncc1 (centres undefined)	-13	-2.3	4.0	-1	3.6	-4	3.8	-1	13	-2

(list continues)
SMILES | SR-BI HDL uptake | CAL PDZ FP-1 | AddAB inh | Wnt act | E coli growth | CAL PDZ FP-2 | phage Ecoli inh | MITF act | SR-BI DiI-HDL act | Tat export inh
NC(=O)c1ccc(N2CCN(S(=O)(=O)c3cccs3)CC2)c([N+](=O)[O-])c1 | -9 | -0.5 | 3.0 | -8 | -1.7 | -5 | 3.5 | 7 | 9 | 0
CC1Oc2ccccc2N(Cc2ccc(F)cc2)C1=O (centres undefined) | -3 | 0.1 | -2.1 | -2 | 0.7 | -8 | 2.7 | 5 | 3 | 0
O=C(Nc1nccs1)c1cc2cc(Cl)ccc2oc1=O | nt | 0.0 | 0.2 | 11 | 1.1 | -3 | 0.6 | -6 | nt | 9
CC1CN(S(=O)(=O)c2ccc(Cl)c(C(F)(F)F)c2)CC(C)O1 (centres undefined) | 3 | 0.5 | 0.9 | -2 | 0.0 | -1 | -0.4 | 3 | -3 | -7
O=C(COC(=O)CCC(=O)c1ccc(Cl)cc1)NCC1CCCO1 (centres undefined) | -14 | -0.4 | 1.3 | nt | 3.2 | -1 | 3.1 | 9 | 14 | 9
O=C(NC(CO)C(O)c1ccc([N+](=O)[O-])cc1)C(Cl)Cl (centres undefined) | -4 | -0.2 | 79* | -1 | 85* | -3 | 73* | 3 | 4 | -3
Cc1ccc(S(=O)(=O)n2cnc3ccccc32)cc1 | 6 | -0.4 | 1.9 | -6 | -1.5 | nt | -0.2 | 13 | -6 | -7
Cc1ccc(C(=O)NCCc2nnc3ccc(SCC(=O)N4CCCCC4)nn23)cc1 | -6 | 0.5 | 0.5 | -1 | -1.0 | -2 | 0.9 | -6 | 6 | 7
Cc1cc(C)nc(SCc2nnc(SCC(N)=O)n2Cc2ccco2)n1 | 1 | -1.6 | 3.3 | -2 | -1.5 | -5 | -0.3 | nt | -1 | -9
Cc1nc(NCc2ccccn2)c2ccccc2n1 | -33 | 0.5 | 1.3 | nt | 2.2 | -2 | 1.8 | -1 | 33 | -6
COc1ccc(O)c(/C=N/NC(=O)CCC(=O)Nc2cccc(C)c2)c1 | 23 | -3.2 | -3.7 | -1 | -3.2 | 2 | 0.6 | -7 | -23 | 4
CCCCNC(=O)CNC(=O)c1nn(-c2ccc(OC)c(Cl)c2)c(=O)c2ccccc12 | -4 | 0.5 | -0.6 | -3 | 0.5 | 4 | 1.1 | 2 | 4 | -9
COc1ccc(CCNC(=O)C/C(C)=N/NC(=O)c2cnccn2)cc1 | -37 | 0.9 | 2.2 | 0 | 1.1 | nt | 4.8 | 2 | 37 | 6
O=C(NNC(=O)c1ccc[nH]1)c1cc(Cl)cc(Cl)c1 | -1 | 2.3 | 1.0 | -2 | -0.5 | -3 | 1.6 | 0 | 1 | -6
Cc1ccc(C(C)NC(=O)c2cc(C)oc2C)cc1 (centres undefined) | 1 | -2.9 | 1.6 | 4 | -0.6 | -1 | 1.8 | nt | -1 | 6
COc1ccc(Sc2nc3ccccc3n3c(C(F)(F)F)nnc23)cc1 | 16 | 1.1 | 3.1 | nt | -1.3 | -2 | 1.0 | nt | -16 | 15
COc1ccc(-c2c[n+]3c(n2-c2c(C)n(C)n(-c4ccccc4)c2=O)CCCCC3)cc1 | -11 | 0.4 | -1.1 | -16 | -0.9 | 5 | 2.6 | 0 | 11 | 1
CCC(C)(C)NC(=O)C(c1ccc(O)cc1)N(CCOC)C(=O)CCC(=O)Nc1nccs1 (centres undefined) | nt | -0.9 | 0.0 | 4 | -3.2 | 6 | -0.3 | 3 | nt | -1
O=C(CNS(=O)(=O)c1ccccc1)Nc1cccc([N+](=O)[O-])c1 | 9 | 0.3 | 3.0 | -1 | 1.8 | 1 | 0.5 | 3 | -9 | -5
CCOC(=O)c1cc(CC)sc1NC(=O)CC1Sc2ccc(C(F)(F)F)cc2NC1=O (centres undefined) | -8 | 0.0 | 2.6 | 2 | -0.9 | 0 | -0.9 | -13 | 8 | 2
CCOc1nc(Nc2ccc(OC)c(Cl)c2)nc(N2CCN(c3ccc(OC)cc3)CC2)n1 | 79* | 1.6 | 1.6 | nt | -0.6 | -5 | 1.4 | 6 | -79 | -7
COc1ccc(C(=O)CSc2nc3ncccc3[nH]2)cc1OC | 0 | -2.0 | -1.9 | 0 | -3.0 | nt | 0.8 | nt | 0 | 2
Cc1nnc(SCC(=O)N(CCC#N)c2ccc3c(c2)OCCO3)s1 | -9 | 0.2 | 2.2 | -1 | 0.0 | nt | -1.8 | 6 | 9 | 0
COC(=O)c1cc2c(ccn2-c2ccc(F)cc2)n1CC(C)C | 36 | -0.2 | 4.0 | 0 | 0.2 | 1 | 2.0 | nt | -36 | 2
O=C(Cc1ccccc1)N/N=C/c1ccc(S(=O)(=O)O)o1 | -20 | -1.0 | -0.9 | 0 | 1.1 | -1 | 0.4 | 4 | 20 | 0
C=CCOc1ccc(CNn2nnnc2N)cc1 | -37 | -1.8 | 2.7 | nt | -1.3 | 2 | -5.1 | 0 | 37 | 2
Cc1nc2cc(-c3cccc(F)c3)nn2c(C)c1CCC(=O)N1CCN(c2ccccn2)CC1 | 4 | 0.9 | 0.5 | 0 | -0.3 | nt | -1.3 | -26 | -4 | -5
CCOc1ccccc1N(CC)C(=O)c1ccc2c(=O)n3c(nc2c1)CCCCC3 | -2 | -1.0 | -0.9 | -4 | -3.6 | 2 | 4.4 | -1 | 2 | 9
Cc1ccc(C(=O)NCC(=O)N2CCN(S(=O)(=O)c3cccs3)CC2)s1 | -16 | -0.4 | 0.5 | 0 | -1.8 | -4 | 2.4 | 7 | 16 | 2
O=C(CSc1nnnn1C1CC1)Nc1ccc(S(=O)(=O)N2CCOCC2)cc1 | -22 | -0.4 | -1.1 | -1 | -0.2 | 0 | 0.8 | -7 | 22 | -13
O=C(c1ccc2c(c1)OCCO2)N1CCN(c2ncc(C(F)(F)F)cc2Cl)CC1 | -3 | -1.4 | -1.4 | -2 | -2.5 | -4 | 3.2 | 11 | 3 | 1
CCSc1nnc([C@H](Cc2ccccc2)NC(=O)OC(C)(C)C)o1 | -15 | 1.2 | 1.2 | nt | 1.3 | nt | 0.8 | 17 | 15 | 10
OCCC1CN(Cc2ccc3c(c2)CCO3)CCN1Cc1ccc(F)cc1 (centres undefined) | -10 | 0.0 | 0.8 | -4 | -0.9 | -1 | 3.8 | -9 | 10 | 3
Nc1ccc(Sc2nc3ccccc3[nH]2)cc1 | -17 | -0.4 | 9.7 | -1 | 9.5 | nt | 11 | -4 | 17 | -16
N#CC1(NC(=O)COC(=O)c2cc(O)c3ccccc3c2O)CCCCC1 | 5 | 7.8 | -2.0 | nt | -1.7 | 4 | nt | -39 | -5 | -5

Reprinted at random: three entries already listed
SMILES | SR-BI HDL uptake | CAL PDZ FP-1 | AddAB inh | Wnt act | E coli growth | CAL PDZ FP-2 | phage Ecoli inh | MITF act | SR-BI DiI-HDL act | Tat export inh
COc1ccc(/C=C2\SC(=S)N(CCC(=O)N3CCCCC3CCO)C2=O)cc1 (centres undefined) | 5 | -1.3 | 0.5 | -2 | -0.8 | -3 | -0.4 | -11 | -5 | -2
C=CCOc1ccc(CNn2nnnc2N)cc1 | -37 | -1.8 | 2.7 | nt | -1.3 | 2 | -5.1 | 0 | 37 | 2
O=C(CSc1nnnn1C1CC1)Nc1ccc(S(=O)(=O)N2CCOCC2)cc1 | -22 | -0.4 | -1.1 | -1 | -0.2 | 0 | 0.8 | -7 | 22 | -13
